# Bioassay records as filed in PubChem.
# BRCA1 expr up – qHTS Assay to Identify Small Molecule Activators of BRCA1 Expression | MCF7-BRCA1-FFLuc reporter, luminescence, 48 h; response scale: scaled: vehicle 0%, 10 µM genistein 100% | Potency, µM (series often up to 46.1 µM), for the others: at the highest dose activation, hits mostly activators | 380,000 tested, 1.1% active | AID 624202, 2012; further: potency means the concentration at half of the fitted maximal effect; nearly all actives have a fitted effect of over 80% in size; some results filed as inactive show a strong effect at the top dose
#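 Reporter cells (MCF7, BRCA1 promoter-firefly luciferase) received library compounds across a concentration series for 48 h. End-point luminescence was measured and concentration-effect curves derived after normalization.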
# NPC1 promoter act – qHTS Assay for NPC1 Promoter Activators. 320,000 tested, 2.4% active. Huh7 NPC1 promoter luciferase reporter, 24 h. Potency, µM (series often up to 9.22 µM), without a hit: at the top dose activation, most hits filed as activators. AID 485313, 2010;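 further: potency means the concentration at half of the fitted maximal effect; % of control where 0% means no effect; nearly all actives have a fitted effect of over 60% in size; reporter is driven by a mutant NPC1 promoter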
#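 Cells: Huh7 expressing luciferase under the NPC1 promoter, 1500/well. Seeded 2 h, compound added, incubated 24 h at 37 °C. Luciferase reagent, 10 min ambient, then luminescence.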
# FLuc modulator – qHTS profiling assay for firefly luciferase inhibitor/activator using purifed enzyme and Km concentrations of substrates (counterscreen for miR-21 project); Luciferin 4-monooxygenase (Photinus pyralis), P08659; purified FLuc, Km substrates, luminescence inhibition; Potency, µM (titrated, usually from 57.5 µM), inactives show at the top dose activity change, negative = inhibition, actives largely listed as inhibitors; 360,000 tested, 6.9% active;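 further: potency means the concentration at half of the fitted maximal effect; plate controls were vehicle for no effect and reference inhibitor for full effect; nearly all actives have a fitted effect of over 55% in size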
#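 Purified P. pyralis luciferase, 10 nM final, with Km-level 10 uM D-luciferin and 10 uM ATP in 50 mM Tris acetate pH 7.5, 10 mM Mg acetate, 0.01% Tween-20, 0.05% BSA; 6-point qHTS titration about 60 µM downward; luminescence read.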
# RORgamma inh – qHTS for inhibitors of ROR gamma transcriptional activity; Potency, µM (doses to about 53.6 µM), for inactives: top-dose activity change, negative = inhibition, hits mostly inhibitors; 310,000 tested, 5.4% active; AID 2551, 2010; Nuclear receptor ROR-gamma (Mus musculus), P51450; Drosophila S2 Gal4-RORgamma UAS-luciferase reporter, 20 h; further: potency means the concentration at half of the fitted maximal effect; on the % scale 0 is the no-effect control and ±100 the full control effect; nearly all actives have a fitted effect of over 60% in size
#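 Stable Schneider cell line, Gal4 DNA-binding domain fused to ROR gamma, UAS-luciferase. Cmpd 1 hr RT → CuSO4 700 uM final → 20 hr RT → luciferase reagent 10 min → luminescence.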
# ELG1 genotoxic – qHTS screen for small molecules that induce genotoxicity in human embryonic kidney (HEK293T) cells expressing luciferase-tagged ELG1; HEK293T ELG1-luciferase reporter, luminescence, 16 h; Potency, µM (titrated, usually from 46 µM), without a hit: at the top dose activity change, positive = activation, actives largely listed as activators; 330,000 tested, 1.3% active; further: potency means the concentration at half of the fitted maximal effect; % of control where 0% means no effect; nearly all actives have a fitted effect of over 60% in size
#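 ELG1-luciferase HEK293T cells, 2,000/well; compound pinned in; 16 hr, 37 °C, 5% CO2; ONE-Glo, 30 min RT; luminescence on CCD imager.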
# VP16 counter – VP16 counterscreen qHTS for inhibitors of ROR gamma transcriptional activity | Drosophila S2 Gal4-VP16 UAS-luciferase, luminescence, 20 h | Potency, µM (highest dose often 53.6 µM), without a hit: top-dose activity, negative = inhibition, hits mostly inhibitors | 310,000 tested, 3.5% active | AID 2546, 2010;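 further: Gal4-VP16 expression switched on by copper sulfate through the metallothionein promoter; potency means the concentration at half of the fitted maximal effect; on the % scale 0 is the no-effect control and ±100 the full control effect; nearly all actives have a fitted effect of over 50% in size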
# TRPV1 agonist – HTS Assay for Compounds that Act as Agonists of the Vanilloid Receptor 1 | activation, % at 8.33 µM | Transient receptor potential cation channel subfamily V member 1 (Homo sapiens), Q8NER1 | 320,000 tested, 0.19% active | TRPV1-expressing cells, Fluo-8 calcium influx, agonist mode; in the data active means activation above about 80%; inconclusive means between about 30% and that limit; further: 0% is about no effect
# Target sequence (Q8NER1 whole entry, looked up): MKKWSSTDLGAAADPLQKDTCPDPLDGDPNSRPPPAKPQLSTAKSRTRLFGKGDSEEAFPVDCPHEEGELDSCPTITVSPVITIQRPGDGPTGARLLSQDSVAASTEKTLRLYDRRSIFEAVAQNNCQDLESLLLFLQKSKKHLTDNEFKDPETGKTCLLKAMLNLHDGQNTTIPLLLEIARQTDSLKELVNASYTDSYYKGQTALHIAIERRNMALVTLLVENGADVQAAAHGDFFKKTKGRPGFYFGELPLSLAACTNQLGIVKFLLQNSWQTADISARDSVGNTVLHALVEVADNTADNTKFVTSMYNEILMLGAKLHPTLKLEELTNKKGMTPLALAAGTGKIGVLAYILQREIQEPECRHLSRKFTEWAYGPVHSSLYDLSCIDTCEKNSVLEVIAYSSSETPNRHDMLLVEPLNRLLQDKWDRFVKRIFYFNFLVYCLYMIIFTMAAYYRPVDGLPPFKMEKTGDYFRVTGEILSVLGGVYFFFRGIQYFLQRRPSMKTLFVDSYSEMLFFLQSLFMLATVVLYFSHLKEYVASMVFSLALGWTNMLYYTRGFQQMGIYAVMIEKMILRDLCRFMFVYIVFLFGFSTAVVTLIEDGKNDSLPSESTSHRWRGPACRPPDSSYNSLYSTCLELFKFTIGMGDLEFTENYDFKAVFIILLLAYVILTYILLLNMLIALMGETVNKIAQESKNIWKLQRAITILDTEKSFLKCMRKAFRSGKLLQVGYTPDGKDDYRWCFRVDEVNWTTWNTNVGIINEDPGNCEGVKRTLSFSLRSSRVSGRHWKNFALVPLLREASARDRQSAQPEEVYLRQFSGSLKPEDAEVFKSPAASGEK
#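 Fluo-8 calcium influx in TRPV1-expressing cells, kinetic read (ex 480/em 520 nm). Compound added and read 3 min for agonist activity, followed by capsaicin at EC20 final and 2 min further read for enhancement.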
# ELG1 DNA repair – qHTS screen for small molecules that inhibit ELG1-dependent DNA repair in human embryonic kidney (HEK293T) cells expressing luciferase-tagged ELG1. Potency, µM (doses to about 46.1 µM), inactives show top-dose activity change, negative = inhibition, usual class: inhibitors. 330,000 tested, 2.3% active. HEK293T ELG1-luciferase reporter, luminescence, 16 h; DNA damage induced by 5-fluorouridine; further: potency means the concentration at half of the fitted maximal effect; on the % scale 0 is the no-effect control and ±100 the full control effect; nearly all actives have a fitted effect of over 55% in size
#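 5-Fluorouridine DNA damage + compound/DMSO, 2,000 cells/well, 16 h, 37 °C/5% CO2. ONE-Glo, 30 min RT, luminescence. Readout = decrease in reporter signal.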
# p53 reactivator – qHTS assay for re-activators of p53 using a Luc reporter; 320,000 tested, 0.063% active; Potency, µM (titrated, usually from 92.2 µM), for the others: at the top dose activity change, positive = activation, most hits filed as activators; AID 504706, 2011; H1299 p53-A138V BP100-luciferase reporter, luminescence, 24 h; further: potency means the concentration at half of the fitted maximal effect; % of control where 0% means no effect; nearly all actives have a fitted effect of over 45% in size
#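 p53-null H1299 cells stably carrying temperature-sensitive p53-A138V and a BP100-luciferase reporter were pinned with compounds (4-point, 1:5 series) and held 24 hrs at 37 deg C. Luminescence was read 10 min after detection reagent.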
# Tb PFK block – qHTS Assay to Find Inhibitors of T. brucei phosphofructokinase. T. brucei PFK, ADP-Glo luminescence. Potency, µM (series often up to 57.5 µM), without a hit: top-dose activity, negative = inhibition, actives largely listed as inhibitors. 330,000 tested, 0.17% active. ATP-dependent 6-phosphofructokinase (Trypanosoma brucei brucei), O15648. AID 485367, 2010;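 further: potency means the concentration at half of the fitted maximal effect; 0% = uninhibited 1x PFK enzyme wells and -100% = no-enzyme wells; nearly all actives have a fitted effect of over 60% in size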
#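 Activity is normalized to no-enzyme wells (full inhibition) and 1.25 nM enzyme wells (no inhibition). Reaction: 0.5 mM F6P, 0.1 mM ATP, 45 min RT, ADP-Glo luminescence; concentration-response curves fitted and classed by quality.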
# Rab9 prom act – qHTS Assay for Rab9 Promoter Activators | Huh7 Rab9 promoter-luciferase reporter, luminescence, 24 h | Potency, µM (highest dose often 9.22 µM), inactives show top-dose activation, negative = inhibition, usual class: activators | 320,000 tested, 2.8% active; further: potency means the concentration at half of the fitted maximal effect; % of control where 0% means no effect; nearly all actives have a fitted effect of over 60% in size
#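 Measured in stably transfected Huh7 cells bearing a Rab9 promoter–luciferase construct: 24 h compound treatment at 37 °C, followed by luminescence detection.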
# Numbers without * were called inactive; u = inconclusive; x = not tested or not shown; [ ] = remark or other dose. Unless noted, the call rests on the fitted dose curve; in most records, active means well fitted curve in the direction sought with a large enough effect; inconclusive means small, poorly fitted or top-dose-only effect, or another doubt; inactive means no such curve, though single readings can be large; an effect the other way counts as inactive or inconclusive. No enrichment for hits. About 15% of those tested had a hit in this group.
SMILES,BRCA1 expr up,NPC1 promoter act,FLuc modulator,RORgamma inh,ELG1 genotoxic,VP16 counter,TRPV1 agonist,ELG1 DNA repair,p53 reactivator,Tb PFK block,Rab9 prom act
CC(Nc1nc(N2CCCCC2)nc2ccccc12)c1ccccc1 (centres undefined),-10%[1.84 µM],-3%,0%,u,-9%,-26%,-1,u,8%,5%,-1%
CCOC(=O)CNC(=O)C1c2ccccc2C(=O)N(c2ccc(OC)cc2)C1c1ccc(OC)cc1 (centres undefined),-22%,2%,3%,18%,-4%,6%,-2,-14%,-1%,6%,1%
COC(=O)C1CN(C(=O)COc2ccc(Cl)cc2Cl)c2ccccc2O1 (centres undefined),0%,1%,19µM*,12%,3%,4%,3,4%,-4%,-14%,1%
O=C(CSc1nnc(Cc2ccccc2)o1)c1ccc(F)cc1,-28%,-1%,-16%,7%,1%,-1%,u,0%,14%,-4%,-3%
COc1ccc(-n2c(=S)[nH]c(=O)c3cccnc32)cc1,1%,2%,-3%,u,3%,-1%,0,16%,-1%,0%,-4%
CCCOc1ccc(-c2nn(-c3ccccc3)cc2/C=C2\SC(=S)N(C3CCS(=O)(=O)C3)C2=O)cc1 (centres undefined),-3%,0%,8%,0%,-5%,-3%,0,-7%,36%,-1%,3%
Cc1csc(=O)n1CC(=O)OCC(=O)NNC(=O)c1ccc([N+](=O)[O-])cc1,11%,7%,-1%,x,-10%,x,3,14%,14%,-12%,0%
CN(C)S(=O)(=O)c1cccc(NC(=O)COC(=O)/C=C/c2ccco2)c1,-21%,-8%,u,-1%,1%,21%,1,u,-4%,u,2%
O=C(c1cccc([N+](=O)[O-])c1)N1CCN(S(=O)(=O)/C=C/c2ccccc2)CC1,-10%,4%,-4%,x,1%,x,3,5%,2%,2%,10%
CCn1c(C)c(C2=CCN(S(=O)(=O)c3ccc(C)cc3)CC2)c2ccccc21,-43%,0%,3%,-12%,-9%,-12%,12,-4%,4%,5%,-6%
Cc1nc2ccccc2c(=O)n1/N=C/c1cc(Br)ccc1O,-80%,-1%,-1%,13µM*,3%,u,3,u,12%,-11%,-4%
CC(C)Cc1cc(C(=O)N2CCC(N3CCC(C(=O)NC4CC4)CC3)CC2)n[nH]1,-1%,1%,u,3%,7%,-10%,2,8%,-1%,3%,12%
O=C(Cn1nnc2ccccc2c1=O)NCCc1ccc(Cl)cc1Cl,-3%,1%,1%,23%,u,2%,-3,18%,-3%,-2%,-2%
O=S(=O)([O-])CCC[n+]1c(SCCCS(=O)(=O)O)sc2ccc(Cl)cc21,-4%,1%,-15%,4%[10 µM],4%,-3%,2,7%,1%,u,-2%
O=C(CCC(=O)c1ccc(F)cc1)NN1C(=O)NC2(CCCCC2)C1=O,-10%,0%,0%,x,1%,x,0,-3%,-1%,-1%,-4%
Cc1ccnc(NC(=O)C23CC4CC(CC(C4)C2)C3)c1,22%,10%,u,-36%,-3%,0%,u,-1%,12%,-1%,-1%
CCOc1ccc(NS(=O)(=O)c2cc(C(=O)N3CC(C)OC(C)C3)ccc2C)cc1 (centres undefined),-19%,-2%,3%,x,-8%,x,-1,-4%,-3%,-2%,4%
Cc1ccc(NC2CCCN(C(=O)c3ccc4[nH]ccc4c3)C2)cc1C (centres undefined),-25%,-1%,-2%,16%,-8%,-10%,5,u,-16%,-4%,3%
CCOc1ccc(Cl)cc1CSc1n[nH]c(CC)n1,6%,-2%,0%,9%,2%,-3%,-3,2%,-4%,1%,-4%
C/C(=N\NC(=O)c1cc(C(C)(C)C)[nH]n1)C12CC3CC(CC(C3)C1)C2,5%,0%,1%,-3%,0%,4%,10,4%,0%,-2%,-10%
Cc1cc(OCC(=O)Nc2ccc(S(=O)(=O)N3CCN(C)CC3)cc2)ccc1Br,-3%,-1%,2%,25%,0%,-9%,6,1%,u,-15%,9%
CCN1CCN(C(=S)Nc2ccc3nc(N4CCN(CC)CC4)cc(C)c3c2)CC1,-18%,-7%,-2%,-16%,-4%,-11%,-1,-9%,-1%,-2%,-2%
CCn1nnnc1SCC(=O)Nc1ccc2c(c1)OCO2,54%,11%,-11%,-32%,5%,27%,1,u,u,-5%,15%
Cc1cc(NC(=O)COC(=O)c2cc(S(=O)(=O)N3CCOCC3)ccc2N2CCCCC2)no1,5%,-3%,5%,4%,0%,8%,-1,-15%,8%,4%,-1%
COc1cccc(CC(=O)Nc2sc3c(c2C(N)=O)CCCC3)c1,-11%,-2%,-12%,19%,-2%,0%,0,-3%,2%,4%,-1%
Nc1cc(N)nc(SCC(=O)Nc2cccc(S(=O)(=O)N3CCCCC3)c2)n1,4%,0%,u,x,1%,x,1,0%,-8%,0%,-2%
Cc1cc(NC(=O)CSCC(=O)Nc2ccc(C)c(C)c2)no1,2%,1%,2%,x,-3%,x,1,10%,-7%,0%,14%
CC(C)(C)c1ccc(-c2nc3[nH]c(=O)cc(NC(=O)c4ccco4)n3n2)cc1,73%,4µM*,0.43µM*,u,u,8%,-3,u,7%,-1%,1.1µM*
COc1ccc(N(CC(=O)NCCSCc2ccco2)S(=O)(=O)c2ccc(C)cc2)cc1,-36%,-8%,0%,-1%,-9%,-12%,5,u,0%,-4%,-12%
Cc1ccc(CN(CC(=O)NCCc2ccccc2)C(=O)CCCC(=O)Nc2cc(C)on2)cc1,1%,-2%,2%,1%,6%,6%,4,-6%,0%,18%,0%
CC(=O)Nc1ccccc1NC(=O)c1ccc(C)c(C)c1,0%,-3%,-18%,3%,2%,-16%,-3,9%,-8%,-2%,-2%
O=C1C(=O)N(Cc2cccnc2)C(c2cccc(Br)c2)/C1=C(/O)c1ccc2c(c1)OCO2 (centres undefined),4%,1%,-1%,0%,6%,-4%,3,-17%,-2%,-2%,-6%
CNC(=S)N/N=C/c1ccc(N2CCOCC2)s1,4%,2%,u,1.3µM*,14%,-13%,-5,u,3%,8%,u
O=C(COc1ncnc2sccc12)Nc1cccc(S(=O)(=O)N2CCCC2)c1,0%,-4%,1%,33%,-6%,-6%,-3,-8%,1%,-1%,-4%
S=C(Nc1ccc(Cl)cc1)N1CCCC1,33%,1%,u,-45%,10%,8%,14,23%,15%,-4%,1%
O=C(CSc1nnc2scc(-c3ccc(Cl)cc3)n12)NCc1ccc2c(c1)OCO2,-19%,-3%,-18%,-12%,-3%,-12%,2,u,-13%,u,-1%

# Of the compounds above, 2 contain a tert-butyl group.
SMILES,BRCA1 expr up,NPC1 promoter act,FLuc modulator,RORgamma inh,ELG1 genotoxic,VP16 counter,TRPV1 agonist,ELG1 DNA repair,p53 reactivator,Tb PFK block,Rab9 prom act
C/C(=N\NC(=O)c1cc(C(C)(C)C)[nH]n1)C12CC3CC(CC(C3)C1)C2,5%,0%,1%,-3%,0%,4%,10,4%,0%,-2%,-10%
CC(C)(C)c1ccc(-c2nc3[nH]c(=O)cc(NC(=O)c4ccco4)n3n2)cc1,73%,4µM*,0.43µM*,u,u,8%,-3,u,7%,-1%,1.1µM*

# (more compounds)
SMILES,BRCA1 expr up,NPC1 promoter act,FLuc modulator,RORgamma inh,ELG1 genotoxic,VP16 counter,TRPV1 agonist,ELG1 DNA repair,p53 reactivator,Tb PFK block,Rab9 prom act
CCCCOc1ccc(CSC(CC(=O)O)C(=O)O)cc1 (centres undefined),9%,-5%,-13%,2.2µM*,-2%,-16%,0,1%,-2%,1%,-5%
CCOC(=O)c1c(-c2ccc(OC)cc2)csc1NC(=O)CCN1CCOCC1,15%,1%,-2%,-27%,-13%,-24%,u,u,-3%,0%,-9%
CC(=O)CCn1c(=O)n(CCC(C)=O)c(=O)n(CCC(C)=O)c1=O,-3%,-2%,1%,u,0%,-24%,-4,6%,12%,8%,-1%
O=c1ccc(-c2ccc(S(=O)(=O)NCC3CCN(Cc4cccc(F)c4)CC3)s2)n[nH]1,-3%,2%,1%,-11%,4%,-7%,-3,u,5%,-2%,-5%
NC(=S)Nc1ccc(Oc2ccc(NC(N)=S)cc2)cc1,-42%,5%,-3%,10%,1%,-1%,-1,-5%,6%,-3%,-8%
O=C(Nc1ccc(/C=C/c2nc3ccccc3o2)cc1)c1ccc(F)cc1,u,u,-5%,1%,u,3%,23,u,6%,0%,u
